# Screening data from PubChem BioAssay.
# thrombin 1536: blocks human thrombin protease activity | P00734 | alpha-thrombin, Boc-VPR-AMC fluorogenic substrate cleavage | inhibition, % at 5 µM | 220,000 compounds, 0.26% hits | AID 1046;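 active = inhibition at or above 40%; inactive = inhibition below 40%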;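 note: 0% = enzyme with no compound and 100% = wells without enzyme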
#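 Assay system: human alpha-thrombin enzyme. Reagent: Boc-VPR-AMC substrate, 15 µM final. Compound dosing: one concentration per compound, 5 µM, with 0.2% DMSO. Incubation: room-temperature reaction. Technique: AMC fluorescence, 355/460 nm. Measure: % inhibition relative to enzyme controls and enzyme-free blanks.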
# hK5 inh: kallikrein 5 (human) inhibition. recombinant hK5, fluorogenic AMC substrate cleavage. inhibition, % at 5 µM. 210,000 compounds, 0.59% hits. AID 873;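 active = inhibition of 40% or more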;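 note: 0% = enzyme controls without compound and 100% = no-enzyme blanks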
# Runt-CBFb FRET: inhibitors of human RUNX1 Runt domain binding to CBFb; Q01196+Q13951; Cerulean-Runt/Venus-CBFb FRET ratio 530/480, 1 h; inhibition, % at 20 µM; 220,000 compounds, 0.46% hits; AID 1496;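 active = inhibition over about 50% at 20 µM in the single-dose screen, limit read from the data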;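 note: 0% = DMSO wells and 100% = excess unlabeled CBFb competitor control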
#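 Reagent – Venus-CBFb binding partner, 100 nM · Assay system – Cerulean-tagged RUNX1 Runt domain (FRET donor) fusion protein · Input – 100 nM per protein · Incubation – two 1 h room-temperature incubations shielded from light · Measured by – FRET fluorescence · Medium – Tris buffer pH 7.5 with salts and BSA · Benchmarks – unlabeled CBFb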
# Runt-SMMHC FRET: inhibitors of human RUNX1 Runt domain binding to CBFb-SMMHC | 220,000 compounds, 0.74% hits | Cerulean-Runt/Venus-CBFb-SMMHC FRET ratio 530/480, 1 h | inhibition, % at 20 µM | Q01196+Q13951 | AID 1434;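 active = mean inhibition across duplicate retests at 20 µM reaching about 50%, limit read from the data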;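 note: 0% = DMSO wells and 100% = wells with excess untagged CBFb-SMMHC; inhibitors lower the FRET ratio by blocking Runt binding to CBFb-SMMHC; some results filed as inactive read as strong as hits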
# FXIIa inh: blocks human coagulation factor XIIa protease activity; purified FXIIa, Boc-QGR-AMC fluorogenic substrate, 2 h; inhibition, % at 5 µM; 220,000 compounds, 0.3% hits; in the data active = inhibition above about 40%;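 note: 0% = enzyme with no compound and 100% = blank without enzyme; many of its hits are not listed in these tables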
# Hck Nef HTS: human Hck-Nef kinase inhibition; P08631; Recombinant Hck-YEEI plus Nef, Z-Lyte FRET kinase assay; inhibition, % at 20 µM; 220,000 compounds, 0.68% hits; AID 463187;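 active = Hck-Nef kinase inhibition above about 50%, limit read from the data; inactive = inhibition below that limit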;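 note: 0% = DMSO with Hck plus Nef and 100% = Hck alone without Nef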
# Wee1 stabilizer: human Wee1 degradation inhibition, primary screen | P30291 | HeLa Luc-Wee1K328M stability, luciferase luminescence; 100% = proteasome inhibitor MG132 effect | reporter increase, % at 5 µM | 220,000 compounds, 1.2% hits | AID 1321;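 active = activation above the mean of all tested compounds plus 3 SD, set per screening run, cut at about 8.8% in these data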;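 note: cells exposed to compound for 20 h before luminescence read; 0% = DMSO alone and 100% = MG132 at 30 µM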
# 14-3-3 Bad PPI: disrupts binding of bovine 14-3-3 zeta to phospho-Bad peptide. inhibition, % at 21.7 µM. P63103. 220,000 compounds, 0.71% hits. TR-FRET 14-3-3zeta/Dy647-pBad peptide displacement, 1 h;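 active = inhibition above about 70%, limit read from the data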;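 note: 0% = full 14-3-3 plus peptide FRET controls and 100% = background without 14-3-3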
# Target sequence (P63103 whole entry, looked up): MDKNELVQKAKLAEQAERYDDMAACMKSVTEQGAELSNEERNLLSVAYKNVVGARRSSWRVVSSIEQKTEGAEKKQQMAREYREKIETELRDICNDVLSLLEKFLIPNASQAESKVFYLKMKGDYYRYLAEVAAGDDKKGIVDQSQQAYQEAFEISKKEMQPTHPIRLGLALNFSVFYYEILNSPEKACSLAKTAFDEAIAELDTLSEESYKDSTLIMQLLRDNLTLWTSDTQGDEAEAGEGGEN
# FXIa inh: inhibitors of human coagulation factor XIa | inhibition, % at 5 µM | P03951 | AID 798 | purified FXIa, Boc-Glu-Ala-Arg-AMC fluorogenic substrate | 220,000 compounds, 0.14% hits;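 active = inhibition of at least 40%; inactive = inhibition below 40%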;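 note: fluorescence of freed AMC excited at 355 nm; 0% = enzyme without compound and 100% = no enzyme blank; many of its hits are not listed in these tables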
# Target sequence (P03951 19-387 limits assumed): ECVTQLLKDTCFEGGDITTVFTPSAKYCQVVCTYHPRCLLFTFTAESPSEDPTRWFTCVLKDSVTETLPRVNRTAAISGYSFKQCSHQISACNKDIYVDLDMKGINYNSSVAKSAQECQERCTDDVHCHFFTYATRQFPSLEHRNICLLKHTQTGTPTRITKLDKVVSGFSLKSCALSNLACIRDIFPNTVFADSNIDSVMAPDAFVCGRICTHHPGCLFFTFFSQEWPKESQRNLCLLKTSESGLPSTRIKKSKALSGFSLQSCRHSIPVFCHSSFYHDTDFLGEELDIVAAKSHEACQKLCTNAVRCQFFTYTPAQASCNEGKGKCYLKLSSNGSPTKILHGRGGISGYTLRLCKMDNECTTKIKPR
# Target sequence (P03951 388-625 limits assumed): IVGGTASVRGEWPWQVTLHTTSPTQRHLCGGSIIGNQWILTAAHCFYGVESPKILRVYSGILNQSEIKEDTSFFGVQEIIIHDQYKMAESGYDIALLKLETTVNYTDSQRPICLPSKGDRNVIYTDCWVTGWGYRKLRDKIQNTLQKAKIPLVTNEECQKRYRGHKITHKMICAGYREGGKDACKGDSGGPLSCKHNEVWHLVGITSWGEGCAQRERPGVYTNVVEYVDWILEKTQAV
# * hit, by the source's call; . = no result given; [ ] = remark or other dose.
No.	canonical_smiles	14-3-3 Bad PPI	Hck Nef HTS	thrombin 1536	Runt-CBFb FRET	Runt-SMMHC FRET	FXIa inh	hK5 inh	FXIIa inh	Wee1 stabilizer
1	CCCCC[C@H](O)/C=C/[C@@H]1[C@@H](CCCCCCC(=O)O)[C@@H](O)C[C@H]1O	17	-4	0	-2	0	9	-7	8	2
2	CCCCN(C(=O)Cn1nnc2ccccc21)C(C(=O)NCCOC)c1ccc(OC)cc1OC (stereo not drawn)	-7	.	-2	0	1	5	-4	9	.
3	CCCOc1cccc(NC(=O)OC2CCN(C)CC2)c1	7	3	0	2	0	10	-7	11	-1
4	COc1ccc(S(=O)(=O)N(c2onc(C)c2Cl)S(=O)(=O)c2ccc(OC)cc2)cc1	69	3	3	1	2	-1	-14	13	-3
5	CC/C(=N\O)C(C)(C)/[N+]([O-])=C/c1ccc(Br)cc1	6	1	1	2	-2	5	-13	14	-1
6	CCOC(=O)Cn1nc(C)c([N+](=O)[O-])c1C	-5	26	1	0	-2	-2	1	7	0
7	C[C@@H](C(=O)N1CCN(C(=O)OC(C)(C)C)CC1)n1cc(-c2cn([C@@H](C)C(=O)N3CCN(C(=O)OC(C)(C)C)CC3)nn2)nn1	1	14	-1	0	1	0	2	6	.
8	CNC(=O)COc1cccc(C(=O)NCc2ccccc2)c1	4	1	-5	-1	1	0	-1	5	-2
9	COCCNC(=O)C(c1cccc(OC)c1)N(Cc1cccs1)C(=O)Cn1nnc2ccccc21 (stereo not drawn)	-10	2	15	-1	1	-2	14	0	2
10	Cc1ccccc1COc1ccc2oc(C)c(C(=O)O)c2c1	1	20	-4	1	-1	4	3	10	2
11	COc1ccc(C(=O)Nc2ccc(S(=O)(=O)Nc3onc(C)c3C)cc2)c(OC)c1	-2	27	-12	-2	1	-2	0	9	7
12	O=C1c2ccccc2C(=O)N1CCc1csc(-c2cccc(F)c2)n1	6	-2	0	0	0	-6	-20	7	0
13	COc1ccc(C(=O)NCc2ccc3c(c2)cc(C)n3C)cc1OC	0	18	-15	-12	-4	-5	-3	2	-4
14	CCCn1cc(CN2CCCC(C(=O)c3cccc(OC(C)C)c3)C2)c(C)n1 (stereo not drawn)	-10	16	-13	-2	1	-2	3	6	5
15	O=C(Nc1ccccc1N1CCOCC1)c1cc(Br)c(Br)s1	-7	1	-1	0	0	1	17	6	-2
16	CCOc1ccc(-n2cc(C(=O)Nc3cccc(OC)c3)c3cc(OC)c(OC)cc3c2=O)cc1	-21[fluorescence artefact?]	0	-1	-1	-3	-3	-2	2	-1
17	O=C(O)c1ccccc1C1=Nc2ccc(O)cc2Oc2cc(O)ccc21	2	0	-3	-6	-14	-8	-6	3	-1
18	CCCCCCCCCC(=O)NNC(=O)c1c(O)c2ccccc2n(CC)c1=O	-8	23	-1	-1	-4	-2	-9	8	-1
19	Cc1ccc2nc(-c3ccc(NC(=O)c4ccco4)cc3)[nH]c2c1	34[fluorescence artefact?]	5	-1	-6	-10	-5	1	-4	29*
20	COC(C(=O)Nc1cccc(F)c1)c1ccccc1 (stereo not drawn)	2[fluorescence artefact?]	-8	-5	0	1	-10	1	-6	0
21	O=C(COC(=O)C1CC(=O)N(Cc2ccccc2)C1)Nc1ccccc1F (stereo not drawn)	-5	14	0	-1	1	3	1	6	-1
22	Cc1c(Cl)cnc(NC(=O)COC(=O)c2ccc(S(=O)(=O)NCc3ccco3)cc2)c1Cl	-6	-2	0	9	-6	6	-13	4	1
23	Cn1nnnc1SCC(=O)NCc1cc([N+](=O)[O-])ccc1O	1	19	3	1	2	4	4	8	-2
24	COCCNS(=O)(=O)c1cc(Br)ccc1OC	0	2	3	2	-2	3	-7	11	-1
25	O=C(Cc1coc2ccc3ccccc3c12)Nc1nccs1	-7	2	4	1	-3	-1	-7	15	-1
26	CC1CCN(C(c2ccc(N(C)C)cc2)c2nnnn2C(C)(C)C)CC1 (stereo not drawn)	-2	-14	-1	10	6	10	2	40	1
27	Cc1ccc(CSCCNC(=O)c2ccc(C)cc2)cc1	-2	23	4	-2	-5	-4	10	1	-1
28	COc1ccc(-n2c(C)cc(C(=O)CN3CCC(C)CC3)c2C)cc1	-4	25	6	-1	2	-6	-4	3	6
29	Cc1ccc(N2C(=O)C(O)(C(F)(F)F)C3=C2CC(C)(C)CC3=O)cc1C (stereo not drawn)	11	1	0	-3	-9	23	-3	15	5
30	Cc1cc(C)nc(Sc2c(C)n[nH]c2C)n1	.	1	-2	0	0	-15	13	-10	0
31	Cc1ccc(N2C(=O)CC(N3CCN(C4CCc5ccccc5C4)CC3)C2=O)cc1 (stereo not drawn)	6	1	-4	2	-3	-7	-4	7	0
32	Cc1nn(-c2ccccc2)c(N2CCCC2)c1/C=N/NC(=O)c1cc(-c2ccccc2)nc2ccccc12	-2	0	-10	-9	-21	-3	-7	7	0
33	COc1cc(C(=O)NC(=S)Nc2ccc([N+](=O)[O-])cc2C)cc(OC)c1OC	-18	1	0	7	-1	3	-5	6	2
34	COc1ccc(/C(C)=N/OC/C(O)=C(\C#N)c2nc3ccccc3[nH]2)c(OC)c1	-6[fluorescence artefact?]	-13	-1	3	0	9	-33	10	0
35	N#C/C(=C(/O)c1ccc([N+](=O)[O-])cc1)c1nnc2n1CCCCC2	-5	-48	-10	0	-1	-6	-6	.	4
36	COc1ccccc1N1C(=O)C2ON(c3ccccc3)C(c3ccc(N(C)C)cc3)C2C1=O (stereo not drawn)	3[fluorescence artefact?]	0	20	9	10	22	28	32	6
37	Cc1nc(/N=C(\N)Nc2ccccc2)nc2ccccc12	.	3	-5	-3	-2	-17	-12	-17	-3
38	CCOC(=O)c1c(-c2ccc(C)cc2)csc1NC(=O)c1ccc(N2C(=O)CCC2=O)cc1	-8[fluorescence artefact?]	2	-1	-2	-3	-33	-11	8	-1
39	COc1ccccc1-c1n[nH]c(=S)n1-c1ccccc1	0	0	4	11	9	5	-14	3	-1
40	CCn1c(/C=C/c2c(C)n(CC)c3ccccc23)nc2ccccc2c1=O	-2	-1	-6	-8	-2	4	-7	-2	-1
41	O=c1c2cc3c(nc2[nH]c(=S)n1-c1ccccc1)CCCC3	-6	20	-9	-1	0	-1	-6	4	-3
42	Cc1ccc(C(=O)NC(=S)NCc2cccnc2)cc1	-6	-8	-4	2	-6	1	.	10	2
43	CCC(C)(C)n1nnnc1C(c1cc2cc(C)cc(C)c2[nH]c1=O)N1CCN(C(=O)c2ccco2)CC1 (stereo not drawn)	13[fluorescence artefact?]	2	1	3	8	-36	-21	12	1
44	CC(C)(C)n1nnnc1C(c1cccnc1)N(Cc1ccccc1)Cc1cccs1 (stereo not drawn)	3	1	0	-4	1	1	-2	6	-3
45	Cc1cnc(C(=O)N2CCCC(C(=O)c3ccc(Cl)cc3C)C2)cn1 (stereo not drawn)	9	-10	-3	-1	-2	0	.	7	-1
46	Cn1c(=O)n(C)c2cc(C(=O)c3ccccc3)ccc21	-16	5	-2	2	-5	0	-11	0	0
47	O=C(Cc1cnc2ncnn2c1)N1CCc2c([nH]c3ccccc23)C1c1ccccn1 (stereo not drawn)	2	30	-7	-1	-9	0	2	7	7
48	Cc1cs/c(=N\N=C\c2ccc(O)cc2)n1Cc1ccco1	1	6	-1	-3	-1	6	-9	13	7
49	O=C(c1cnc2ccc(Cl)cc2c1Cl)N1CCOCC1	9	22	-18	.	.	-3	0	4	1
50	O=C(Nc1ncc(Cc2cc(Cl)ccc2Cl)s1)c1ccc([N+](=O)[O-])cc1	-5	-1	5	2	1	4	-20	21	-4
51	O=C(CC(CC(=O)c1ccccc1)C(=O)O)c1ccccc1	-7	0	1	2	5	1	-6	26	1
52	COc1ccc(S(=O)(=O)N2CCN(Cc3c[nH]c4ccccc34)CC2)cc1	-9	4	3	0	2	0	33	15	2
53	CC(NCc1ccc(OCc2ccc(Cl)cc2)cc1)C(O)c1ccccc1 (stereo not drawn)	-3	14	-1	-1	3	-5	-3	6	-5
54	Nc1c2c(nc3ccn(-c4ccccc4)c(=O)c13)CCCCC2	3	-1	2	2	4	7	-4	16	3
55	CC(C)N1CCN(Cc2ccc(OCc3ccccc3)cc2)CC1CCO (stereo not drawn)	5	18	-4	0	0	-1	2	6	2
56	COC(=O)c1cc(NC(=O)Cc2ccccc2[N+](=O)[O-])cc(C(=O)OC)c1	-5	0	-3	1	-2	4	-21	8	1
57	C=CCNC(=O)/C(=C/c1cccc([N+](=O)[O-])c1)NC(=O)c1ccco1	-6	13	-4	-1	-40	-5	-3	3	-1
58	Cc1ccc(C(=O)CSc2ncnc3sc4c(c23)CCCC4)cc1	-6	1	-1	.	1	4	-16	13	0
59	COc1ccc(CCN2C(=O)c3[nH]nc(-c4ccccc4O)c3C2c2ccc(C)cc2)cc1OC (stereo not drawn)	12	1	-3	0	1	-3	-20	2	-2
60	O=C(NNC(=S)NC1CCCCC1)c1ccccc1Cl	-19	-3	-3	5	-2	-9	-38	-5	-1

# Later entries
No.	canonical_smiles	14-3-3 Bad PPI	Hck Nef HTS	thrombin 1536	Runt-CBFb FRET	Runt-SMMHC FRET	FXIa inh	hK5 inh	FXIIa inh	Wee1 stabilizer
61	Cc1ccc(OCCn2cccn2)c(C)c1	-8	19	-8	0	-2	-2	10	10	-2
62	Cn1c(=O)oc2cc(S(=O)(=O)NCCN3CCN(c4ccccc4)CC3)ccc21	-1	1	-10	0	0	-7	-43	4	-2
63	CCn1c(SCC(=O)Nc2ccc(OC)c(OC)c2)nnc1-c1cccs1	11	-4	-4	-1	-6	6	11	8	0
64	Cn1c(=O)[nH]c(=O)c2c1nc(N1CCCC1)n2CCCSc1nc2ccccc2o1	-2	4	4	-3	-7	4	-7	20	3
65	CCSc1nc(CC)c2c(c1C#N)CCCC2	-7	3	-2	-2	3	7	-5	15	0
66	COc1ccccc1-c1c(C)nn2c(C)cc(C)nc12	6	-2	-10	1	0	3	-22	13	1
67	Cc1ccc(N2CCCn3c2cc(C)c(C#N)c3=O)cc1C	6[fluorescence artefact?]	13	5	-6	-3	5	-5	21	-1
68	COCC(=O)Nc1ccc(C(=O)Nc2ccccc2Cl)cc1	-10	16	3	-1	-2	-6	-2	4	-1
69	Cc1ccc(/C=N/NC(=O)c2nnn(-c3nonc3N)c2CSc2ccccc2)cc1	-7	20	3	1	3	3	1	6	-2
70	CCCN1C(=O)C2(C(C(=O)c3ccc(C)o3)=C(O)C(=O)N2CCCOC)c2ccccc21 (stereo not drawn)	9	20	4	2	2	4	6	14	1
71	CC(C)N1CCN(C2CSCCSC2)CC1CCO (stereo not drawn)	-4	-15	0	-1	3	10	4	12	2
72	CNC(=O)CN(c1cccc2ccccc12)S(C)(=O)=O	2	0	-2	0	-3	3	4	13	0
73	COc1cc([C@@H]2[C@H]3CNCC=C3C(C#N)=C(N)C2(C#N)C#N)ccc1OC(C)C	4	17	-8	7	52	-8	2	-15	2

# Rows were taken by chance. Share with any hit: about 4.2%.
